SNCA viab count: GF-AFC viability counterscreen for inhibitors of alpha-synuclein gene (SNCA) expression; HEK-293-SNCA-luc viability, GF-AFC fluorescence, 24 h; Potency, µM (series often up to 57.1 µM), for the others: at the top dose activity change, negative = cytotoxicity, usual class: cytotoxic; 150,000 tested, 0.12% active; AID 1671193, 2021;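 note: potency is the fitted concentration of half-maximal effect; 0% = DMSO-treated cells and -100% = medium-only wells without cells; nearly all actives have a fitted effect of over 30% in size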
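Cytotoxicity counterscreen: after 24 h compound treatment of genome-edited SNCA-luciferase HEK-293 cells, live-cell protease substrate GF-AFC read by fluorescence after 30 min; activity scaled between DMSO (0%) and medium-only (-100%), curves Hill-fitted.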
3T3 cytotox: Cytotoxic Profiling in NIH 3T3 Cell Line of Diverse Libraries Using Quantitative High-Throughput Screening. AID 1345082, 2018. 94,000 tested, 4.3% active. NIH 3T3 viability, CellTiter-Glo ATP luminescence, 48-72 h. Potency, µM (titrated, usually from 96.7 µM), inactives show at the highest dose activity change, negative = cytotoxicity, usual class: inhibitors; note: potency is the fitted concentration of half-maximal effect; nearly all actives have a fitted effect of over 55% in size
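Luminescent ATP readout (CellTiter-Glo, 10 min RT) after 48 or 72 hr compound exposure of NIH 3T3 cells seeded at 400 cells/well in 1536-well format; quantitative HTS.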
HEK293 tox: Cytotoxic Profiling in HEK 293 Cell Line of Diverse Libraries Using Quantitative High-Throughput Screening | HEK 293 viability, ATP luminescence (CellTiter-Glo), 48-72 h | Potency, µM (doses to about 115 µM), without a hit: at the highest dose activity change, negative = cytotoxicity, usual class: inhibitors | 94,000 tested, 6.6% active; note: potency is the fitted concentration of half-maximal effect; nearly all actives have a fitted effect of over 60% in size
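Cells seeded first (HEK 293, 250 cells/well), then compound added by pintool. Incubation ran 48 or 72 hr at 37 degree Celsius. CellTiter-Glo was added and luminescence imaged after 10 min at room temperature.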
FLuc inh: Firefly luciferase inhibition profiling of diverse chemical library using quantitative high-throughput screening; Luciferin 4-monooxygenase (Photinus pyralis), P08659; purified P. pyralis luciferase, luminescence, biochemical; Potency, µM (top dose mostly 115 µM), for inactives: at the highest dose activity change, negative = inhibition, usual class: inhibitors; 76,000 tested, 2.5% active; AID 1347043, 2019; note: potency is the fitted concentration of half-maximal effect; nearly all actives have a fitted effect of over 65% in size
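Biochemical qHTS: compound (6-point titration) added to 10uM D-luciferin plus 10uM ATP in Tris acetate pH 7.5 buffer with Mg, Tween-20 and BSA, then purified enzyme at 10nM; light output imaged.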
GPT2 inhibitor: Primary qHTS assay for inhibitors of Glutamate pyruvate transaminase 2 (GPT2); Alanine aminotransferase 2 (Homo sapiens), Q8TD30; 100,000 tested, 0.25% active; Potency, µM (series often up to 57.7 µM), for the others: top-dose activity change, negative = inhibition, most hits filed as inhibitors; Recombinant GPT2, coupled pyruvate oxidase/HRP Amplex Red fluorescence; note: potency is the fitted concentration of half-maximal effect; nearly all actives have a fitted effect of over 60% in size; many of its hits are not listed in these tables
Target sequence (Q8TD30 whole entry, looked up): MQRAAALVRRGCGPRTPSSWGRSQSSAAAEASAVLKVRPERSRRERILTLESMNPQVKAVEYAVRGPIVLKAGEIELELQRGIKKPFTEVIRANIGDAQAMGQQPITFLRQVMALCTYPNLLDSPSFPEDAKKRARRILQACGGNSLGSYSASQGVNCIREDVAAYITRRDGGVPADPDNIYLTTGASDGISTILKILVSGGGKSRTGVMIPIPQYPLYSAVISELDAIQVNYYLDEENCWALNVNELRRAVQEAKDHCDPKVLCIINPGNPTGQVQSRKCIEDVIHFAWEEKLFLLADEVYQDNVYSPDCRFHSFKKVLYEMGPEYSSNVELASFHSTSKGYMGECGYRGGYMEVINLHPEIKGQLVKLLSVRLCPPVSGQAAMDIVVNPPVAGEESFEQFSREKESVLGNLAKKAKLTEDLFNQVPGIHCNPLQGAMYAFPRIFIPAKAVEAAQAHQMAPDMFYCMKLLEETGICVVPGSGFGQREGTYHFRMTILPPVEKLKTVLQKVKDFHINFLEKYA
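GPT2 10ng/uL, a-KG 250uM, L-Ala 2mM, HEPES pH7.5 + 0.0001% Tween; 30 min RT. Then Amplex mix (PO/HRP/ThPP), 30 min RT dark, fluorescence. AOA 50uM used as positive control.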
IP6K1 inh: Primary qHTS assay for small molecule inhibitors of Inositol hexaphosphate kinase 1 (IP6K1). activity change, % (series mostly up to about 58 µM). IP6K1 kinase, ADP-Glo luminescence, 2 h; hits give low values. 140,000 tested, 0.81% active; in the data active = activity change below about -25%
Target sequence (Q92551 whole entry, looked up): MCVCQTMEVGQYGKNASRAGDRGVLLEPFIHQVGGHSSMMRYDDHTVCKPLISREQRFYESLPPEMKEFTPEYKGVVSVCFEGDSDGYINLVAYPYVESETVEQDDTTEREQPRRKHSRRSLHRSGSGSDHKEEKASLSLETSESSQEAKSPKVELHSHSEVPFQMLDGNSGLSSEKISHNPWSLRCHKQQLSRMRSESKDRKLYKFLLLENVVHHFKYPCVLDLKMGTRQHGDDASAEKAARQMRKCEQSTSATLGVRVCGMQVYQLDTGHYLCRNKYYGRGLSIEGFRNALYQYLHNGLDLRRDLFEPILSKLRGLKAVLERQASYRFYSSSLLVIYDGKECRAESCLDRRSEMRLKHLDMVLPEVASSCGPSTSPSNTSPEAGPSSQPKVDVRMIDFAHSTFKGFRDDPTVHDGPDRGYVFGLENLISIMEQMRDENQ
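ADP-Glo luminescence measures ADP made by human IP6K1 during a 2 h RT reaction with ATP/IP6 (mix at 1.3 mM/130 uM); top library doses 57.5 and 19.1 uM final.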
SNCA expr inhib: Primary qHTS assay for inhibitors of alpha-synuclein gene (SNCA) expression. AID 1671194, 2021. 140,000 tested, 0.17% active. Potency, µM (doses to about 57.2 µM), for inactives: at the highest dose activity change, negative = inhibition, actives largely listed as inhibitors. HEK-293 SNCA-luciferase knock-in, luminescence, 24 h;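 note: potency is the fitted concentration of half-maximal effect; plate controls were DMSO cells for no effect and cell-free wells for full effect; nearly all actives have a fitted effect of over 45% in size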
* = called active by the depositor; i = inactive; ? = inconclusive; . = not tested or not shown; [ ] = remark or other dose. Unless noted, calls come from the whole dose curve; as a rule, active = well fitted curve in the direction sought with a large enough effect; inconclusive = small, poorly fitted or top-dose-only effect, or another doubt; inactive = no such curve, though single readings can be large; an effect the other way counts as inactive or inconclusive. Unless noted, % is set by controls: 0 for no effect and ±100 for the full control effect.

SMILES	SNCA viab count	3T3 cytotox	HEK293 tox	FLuc inh	GPT2 inhibitor	IP6K1 inh	SNCA expr inhib
COc1ccc(Cn2c(CNS(=O)(=O)c3ccc4c(c3)CCCC4)nc3cccnc32)cc1	-21%	.	.	.	.	-1	-10%
CCOc1ccccc1C(=O)Oc1c(S(=O)(=O)c2ccc(C)cc2)c(C)nn1-c1ccccc1	0%	.	.	.	.	-18	-23%
CCS(=O)(=O)Nc1ccc(C(=O)N[C@H]2C[C@@H](C(=O)OC)N(C)C2)cc1	4%	0%	-2%	5%	i	-9	-6%
O=C(NCCc1ccccc1)c1cnc2c(c1)N([S+](=O)([O-])c1cccnc1)CCC2	6%[87.6 µM]	?	-22%[172 µM]	-10%[172 µM]	i	18	0%[87.6 µM]
COCCC(=O)N1CCC(c2noc(COc3ccc(F)cc3)n2)C1 (configuration not stated)	7%	i	-1%	-3%	i	-2	3%
COc1ccccc1CN1CCCC2(Cc3ccccc3CNC2=O)C1 (configuration not stated)	2%	-9%	-18%	.	?	0	-18%
COc1ccc(C2Cn3nnc(C(=O)N4CCC(C(=O)NC5CCCCC5)CC4)c3CO2)cc1 (configuration not stated)	-9%	-5%	4%	-11%	-20%	-11	7%
Oc1ccc(NCc2ccccc2OCc2ccccc2Cl)cc1	-15%	.	.	.	.	-21	-9%
CN(CC1CCOCC1)C(=O)Cc1c(F)cccc1Cl	6%	-6%	7%	3%	i	38	-21%
Nc1nnnn1CC(=O)N1CCCCC1CCc1ccccn1 (configuration not stated)	-16%	i	i	0%	-6%	-3	5%
O=C(Nc1cccnc1)c1cnc2c(c1)N(Cc1ccccc1)CCC2	2%[87.6 µM]	?	?	-20%[172 µM]	i	-5	-2%[87.6 µM]
CCn1cc(CN2CCC(N3CC(OCC4CC4)C34CCCCC4)CC2)cn1 (configuration not stated)	-24%	?	?	3%	1%	-2	-5%
Cc1cccc(NC(=O)N2CCn3nnc(CCC(=O)NC4CC4)c3C2)c1	11%	-18%	-20%	-4%	i	-3	-6%
COc1ccc(NC(=O)Cn2c(SCc3c(F)cccc3Cl)nc3ccncc32)cc1OC	3%	.	.	.	.	-1	10%
O=C(Cc1cccc(Cl)c1)NCCNC(=O)c1ccc(-c2cccc(C(F)(F)F)c2)cc1	.	-29%	?	.	.	19	.
COc1cc(=O)n2c(c1C(=O)Nc1cc(Cl)cc(Cl)c1)CCCC2	1%	i	11%	6%	i	-6	3%
CCOc1ccccc1NC(=O)C1=C(C)Nc2ncnn2C1c1ccc(NC(C)=O)cc1 (configuration not stated)	8%	.	.	.	.	-19	15%
CCCNC(=O)O[C@@H]1CC[C@]2(C)C(CC[C@H]3OC(=O)C[C@H]32)[C@]1(C)CO (some centres not stated)	2%[87.6 µM]	?	-17%[172 µM]	-4%[172 µM]	i	10	8%[87.6 µM]
O=C(O)c1cn(C2CC2)c2cc(N3C[C@@H]4C[C@H]3CN4)c(F)cc2c1=O	-23%	.	.	.	i	-8	.
CCn1cc(-c2ccc(OC)cc2)cc1C(=O)NCCN1CCN(C)CC1	-12%	?	-30%	-13%	-8%	11	19%
CC1=C[C@@H](CC#N)[C@H](C(C)C)C[C@H]1CC(=O)N1CCN(c2cnccn2)CC1	-19%[87.6 µM]	?	?	2%[172 µM]	-1%[88.5 µM]	-6	?
O=C(Cc1ccc(F)cc1)NC1CCN(c2nccc(Nc3ccccc3Cl)n2)CC1	2%	?	?	.	-7%	-4	-26%
Cc1ccc(-n2nc3n(c2=O)CCN(C(=O)c2cccc(Cl)c2)C3)cc1	-4%	?	?	5%	i	-9	-11%
CN(C)C[C@@H]1CN(S(C)(=O)=O)C[C@H]1NC(=O)CCCc1ccccc1	17%	-5%	0%	-11%	i	5	6%
CCn1nccc1C(=O)N1CCC(Cc2noc(C3CCOCC3)n2)C1 (configuration not stated)	-7%	-9%	-12%	8%	5%	1	-13%
COc1ccc(NC(=O)c2c(-c3ccc(C)cc3)nnc3ccccc23)c(OC)c1	-10%	.	.	.	.	5	20%
Cc1ccc2[nH]c(=O)c3cc(C(=O)NCCc4ccc(Cl)cc4)sc3c2c1	3%	.	.	.	.	10	27%
COc1ccc(SCc2cc(=O)c3cc(Cl)ccc3[nH]2)cc1	21%	.	.	.	.	16	-23%
O=C1NCCCCCN(C(=O)CC2CCCC2)[C@@H]2C[C@@H](C(=O)N3CCc4ccccc4C3)C[C@H]12	-4%	?	32µM*	-7%	i	0	-7%
COc1ccc(OC)c(CNC(=O)Cc2ccc(NC(=O)N3CCSc4ncccc43)cc2)c1	-4%	.	.	.	.	7	-4%
Cc1cn2nc(C(=O)NCCCc3ccccc3)cc2c(N2CCCC2)n1	2%	-11%	?	-3%	i	5	6%
CN(CC1CCOC1)C(=O)Nc1ccc(F)c(Cl)c1 (configuration not stated)	-4%	i	5%	1%	3%	9	-4%
O=C(Cc1ccc(F)cc1)Nc1cc(C2CC2)nn1-c1ccccc1	1%[87.6 µM]	?	?	.	i	-6	-5%[87.6 µM]
CC(=O)Nc1ccc(CN2CCC3(CC(C(C)C)=NO3)C2)cc1 (configuration not stated)	4%	i	i	.	i	2	16%
CN1c2cc(C(=O)NC3CCCC3)ccc2C(=O)N2CCCC21 (configuration not stated)	0%[12.5 µM]	i	7%	-4%	-6%	19	35%[activator]
Cc1nc(C2CC(N)C2)cc(N2CCC(CN3CCCC3=O)CC2)n1 (configuration not stated)	-2%	0%	-6%	0%	2%	-2	-7%
COc1cccc(NC(=O)CN(CCc2ccccc2)S(=O)(=O)c2ccc(Cl)cc2)c1	-6%	.	.	.	.	-4	-3%
Cc1cccc(Cc2cnc(NC(=O)c3ccc4c(c3)CC(c3ccccc3)OC4=O)s2)c1 (configuration not stated)	6%	.	.	.	.	-11	-4%
COc1ncc(CN2CC[C@@H]3OCC(=O)N(Cc4cccc(C(N)=O)c4)[C@H]3CC2)cn1	-3%[87.6 µM]	?	i	5%[172 µM]	-12%[88.5 µM]	-7	?
CCc1noc(-c2cn(C3CCN(C(=O)c4ccc(OC)cc4C)CC3)nn2)n1	7%	-15%	?	-8%	i	12	2%
CN1CC(C(=O)NCc2ccc(F)cc2)NC1=O (configuration not stated)	?	3%[138 µM]	-29%[172 µM]	.	i	3	29%[87.6 µM]
O=C(c1cnc[nH]1)N1C[C@@H](COCC2CC2)[C@H](c2ccccn2)C1	2%	i	i	-6%	i	9	-9%
Cc1nc(NC(C)c2nc(-c3cccnc3)no2)c2cccnc2n1 (configuration not stated)	-1%	?	?	-1%	i	-3	2%
CCn1nccc1C(=O)N1CCC(OCCOc2ccc(F)cc2)CC1	3%[12.5 µM]	?	?	-7%	-15%	-6	-22%
COc1cccc(-n2ccn(CC(=O)NCc3ccc(C)cc3)c(=O)c2=O)c1	9%	.	.	.	.	-1	-11%
COc1ccc(Cl)cc1-n1nnc(-c2nc(-c3ccccc3)no2)c1C	10%	.	.	.	.	3	32%[activator]
Cc1cccc(OCC(=O)Nc2c(C(=O)N3CCN(c4ccccc4)CC3)oc3ccccc23)c1	-1%	.	.	.	.	-12	-5%
O=C(Nc1ccccc1C(F)(F)F)N1CC=C(c2c[nH]c3ccccc23)CC1	-2%	.	.	.	.	6	18%
COc1cccc(CN2CC[C@H](c3nnc(-c4ccco4)o3)C2)c1	1%[87.6 µM]	-9%[174 µM]	i	-3%[172 µM]	i	-3	29%[87.6 µM]
COc1ccc(OCC(=O)NCC(c2ccc(Cl)cc2)N2CCCCC2)cc1 (configuration not stated)	-9%	.	.	.	.	-6	?
COCc1c(C(=O)N[C@@H]2CN(Cc3ccccn3)C[C@H]2CN(C)C)noc1C	0%	-8%	-29%	4%	-25%	22	21%
O=C(NC[C@H]1O[C@@H](CC(=O)N2CCN(c3ccc(F)cc3)CC2)[C@H](O)[C@@H]1O)c1cccc(F)c1	2%	-1%	-1%	2%	-5%	1	-7%
COc1ccccc1CCC(=O)NC1CCN(C(=O)c2cc3c(=O)[nH]c(C)cn3n2)CC1	6%	3%	11%	-6%	i	9	?
C[C@@H]1CC[C@]2(C(=O)O)CC[C@]3(C)C(=CCC4[C@@]5(C)C[C@@H](O)[C@@H](O)C(C)(C)C5CC[C@]43C)C2[C@]1(C)O (some centres not stated)	0%[23.9 µM]	.	.	.	?	-1	.
CC1(C(=O)Nc2ccncc2)CCCc2cnc(Nc3ccccc3)nc21 (configuration not stated)	-10%[87.6 µM]	?	?	11%[172 µM]	-7%[88.5 µM]	-6	-15%[87.6 µM]
c1cc(CNC[C@H]2Cn3cc(-c4ccc5c(c4)OCCCO5)nc3CO2)ccn1	3%[87.6 µM]	-20%[138 µM]	-18%[172 µM]	45µM*	-9%[88.5 µM]	26	185%[activator][87.6 µM]
O=C(c1cc(Cl)ccc1Cl)N1CCN(c2cc(-c3cccs3)[nH]n2)CC1	-18%	?	45µM*	9%	i	1	12%
CC1=C(c2ccc(C(C)C)cc2)S(=O)(=O)N=C1N1CCN(c2ccccc2F)CC1	0%	.	.	.	.	-9	-10%
Cc1cc(NC(=O)CC(C)C)cc(-c2nc3ncccc3o2)c1O	0%	.	.	.	.	-5	-1%
COc1ccc(C(=O)Nc2nnc(S(=O)(=O)N3CCCCCC3)s2)cc1OC	3%	.	.	.	.	18	4%
Cc1cccc(CNS(=O)(=O)c2ccc(-c3coc(C)n3)cc2)c1	11%	.	.	.	.	1	15%
COc1ccc(Cl)cc1NC(=O)CSc1nc(-c2ccco2)cc(C(F)(F)F)n1	-4%	.	.	.	.	6	-6%
CCc1ccc2nc(N(CCN(CC)CC)C(=O)c3ccco3)sc2c1	-17%	.	.	.	.	26	75%[activator]

4 entries drawn at random from the list so far:
SMILES	SNCA viab count	3T3 cytotox	HEK293 tox	FLuc inh	GPT2 inhibitor	IP6K1 inh	SNCA expr inhib
COCCC(=O)N1CCC(c2noc(COc3ccc(F)cc3)n2)C1 (configuration not stated)	7%	i	-1%	-3%	i	-2	3%
COc1ccc(C(=O)Nc2nnc(S(=O)(=O)N3CCCCCC3)s2)cc1OC	3%	.	.	.	.	18	4%
CC(=O)Nc1ccc(CN2CCC3(CC(C(C)C)=NO3)C2)cc1 (configuration not stated)	4%	i	i	.	i	2	16%
COc1ccc(Cl)cc1NC(=O)CSc1nc(-c2ccco2)cc(C(F)(F)F)n1	-4%	.	.	.	.	6	-6%

This is a subset, so the mix of outcomes need not match the whole.
